CCHF vOTU inh – blocks the CCHF virus ovarian tumor domain protease; inhibition, % at 11.5 µM; 370,000 tested, 0.55% active; CCHFV vOTU protease, Pep-AMC fluorescence; AID 651958; in the data active = inhibition above about 30%; also: 0% = vehicle wells with enzyme and 100% = no enzyme wells
PrPC TRFRET – reduces human prion protein on the cell surface; P04156; cell surface PrPC, TR-FRET read-out; inhibition, % at 13.8 µM; 370,000 tested, 0.43% active; AID 720596; in the data active = inhibition above about 24%; also: 0% = median of the test wells and 100% = reference compound wells
* = called active by the depositor. This is a subset. The share of hits here may be higher or lower than overall.

mol	CCHF vOTU inh	PrPC TRFRET
O=C(c1cscn1)N1CCC(Oc2cccnc2)CC1	-4	-5
CCCCOCCCNC(=O)C[C@H]1C[C@@]2(C(=O)OC)C(=C[C@H](C3CCCC3)O[C@@H]2C)N(CCc2ccc(OC)c(OC)c2)C1=O	12	11
COC(=O)C[C@H]1CC[C@H]2[C@H](COc3ccc(NS(=O)(=O)c4cccc(OC)c4)cc3C(=O)N2C)O1	-6	3
O=c1c2ccccc2n(Cc2ccccc2)n1[C@@H](Cc1ccccc1)Cn1cc(-c2ccc(-c3ccccc3)cc2)nn1	-22	0
COC(=O)[C@]12C[C@H](CC(=O)N3CCN(C(=O)c4ccco4)CC3)C(=O)N(Cc3ccco3)C1=C[C@H](C(C)(C)C)O[C@@H]2C	3	-5
COc1ccc(CCN(Cc2cccs2)S(=O)(=O)c2ccccc2)cc1OC	2	0
O=S(=O)(c1sccc1Br)n1c(CN2CCOCC2)nc2ccccc21	-1	-5
Clc1ccc(C(Cn2ccnc2)OCc2ccsc2Cl)c(Cl)c1 (stereo unspecified)	10	-1
Cc1ccc2nc(-c3ccc(NC(=O)CSc4nnc(-c5cccc(Cl)c5)n4Cc4ccco4)cc3)sc2c1	-35	0
Cc1ccccc1N(C)C(=O)C1CCCN1S(=O)(=O)c1cccc2cccnc12 (stereo unspecified)	1	-8
O=C(OC12CCCN(C1)/C(=C/c1cccnc1)C2)C1CCCCC1 (stereo unspecified)	4	12
COC(=O)C1CN(Cc2cn(CCOC(C)=O)nn2)CCS(=O)(=O)N1Cc1ccc(OC)cc1 (stereo unspecified)	13	10
O=C(OCCN1CCN(C2CN(Cc3cn(Cc4ccccc4F)nn3)S(=O)(=O)C2)CC1)c1cc2ccccc2o1 (stereo unspecified)	-1	6
COC(=O)c1cn(-c2ccc3c(c2)[C@@]2(CC(=O)N(C)C2c2ccccc2)C(=O)N3CC(C)C)nn1 (stereo partly specified)	-4	4
CCCCNC(=O)C[C@H]1C[C@@]2(C(=O)OC)C(=C[C@H](C(C)C)O[C@@H]2C2CC2)N(Cc2ccc3c(c2)OCO3)C1=O	13	-3
O=C(NC1CCCCN(Cc2ccc(Cl)cc2)C1=O)c1cccc(F)c1 (stereo unspecified)	12	-9
CCOCCCNC(=O)C1CCN(S(=O)(=O)c2cc3c(cc2Br)CCN3C(=O)CC)CC1	-2	0
COC(=O)[C@]12C[C@H](CC(=O)N3CCOCC3)C(=O)N(Cc3cccc4ccccc34)C1=C[C@H](C(C)(C)C)O[C@@H]2C	8	-3
COC(=O)C1CN(Cc2cn(Cc3ccccc3)nn2)CCS(=O)(=O)N1Cc1ccc(F)cc1 (stereo unspecified)	-8	6
CCOC(=O)[C@@]12CN(C(=O)OC(C)(C)C)CC=C1N(Cc1ccc(OC)cc1)C(=O)[C@H]2CC(=O)N1CCOCC1	1	0
Cc1ccc(-c2nc3ncccn3c2NC(=O)Nc2ccc(F)cc2)cc1	-22	3
Clc1ccc(-n2c(SCc3cccc4ccccc34)nnc2-c2ccco2)cc1	11	5
CC(C)CNC(=O)OCc1cn(Cc2c(F)cccc2F)nn1	0	0
C=CCN(Cc1ccccc1)C(C#CC(=C)C)Cc1ccccc1 (stereo unspecified)	0	-2
CCCCOCCCNC(=O)C[C@H]1C[C@@]2(C(=O)OC)C(=C[C@H](C(C)C)O[C@@H]2C2CC2)N(Cc2ccc3c(c2)OCO3)C1=O	14	8

The list goes on; it opens with the 2 that closed the last part.
mol	CCHF vOTU inh	PrPC TRFRET
C=CCN(Cc1ccccc1)C(C#CC(=C)C)Cc1ccccc1 (stereo unspecified)	0	-2
CCCCOCCCNC(=O)C[C@H]1C[C@@]2(C(=O)OC)C(=C[C@H](C(C)C)O[C@@H]2C2CC2)N(Cc2ccc3c(c2)OCO3)C1=O	14	8
CC(=O)OCCCN1CCC2(CCC(c3ccccc3)CC2)C1=O (stereo unspecified)	-5	1
CCOC(=O)CC[C@H]1CC[C@]2(CCCN(C3CCCCC3)C2)O1	-5	-2
O=C(NCC1COc2ccccc2O1)c1ccc(NC(=O)C(Cl)Cl)cc1 (stereo unspecified)	-1	-2
O=C(C1CCCN(S(=O)(=O)c2cccc3ccccc23)C1)N1CCN(Cc2ccccc2)CC1 (stereo unspecified)	-3	1
COC(=O)[C@]12C[C@H](CC(=O)NCc3cccc(C(F)(F)F)c3)C(=O)N(Cc3ccco3)C1=C[C@H](COCc1ccccc1)O[C@@H]2C	15	3
COc1ccc(CN(CCN2CCOCC2)C(=O)c2cccc(F)c2)cc1OC	-7	-11
C[C@H]1COc2cc(F)ccc2S(=O)(=O)N1C	-5	-5
Cc1ccc(NC(=O)Cn2nnc(-c3ccncc3)n2)cc1C	-3	1
O=C(CSc1nnc(-c2cccnc2)n1Cc1ccco1)Nc1cc(Cl)ccc1F	0	9
COc1ccc(-n2c(COc3ccc(C)cc3)nnc2SCC(=O)c2ccc(-c3ccccc3)cc2)cc1	15	10
COC(=O)[C@]12C[C@H](CC(=O)NCCCN3CCCC3=O)C(=O)N(Cc3ccc(Cl)cc3Cl)C1=C[C@H](C1CCCC1)O[C@@H]2C	4	-7
Cc1cccc(NC(=O)n2ccc3ccc(-c4ccc5cc[nH]c5c4)cc32)c1	6	10
COc1ccc(C2C(C(=O)Nc3cc(Cl)ccc3F)CCC(=O)N2c2ccc(OC)cc2)cc1 (stereo unspecified)	2	6
Nn1c(SCC(=O)Nc2ccccc2-c2ccccc2)nnc1-c1cc(-c2ccccc2)n[nH]1	0	-12
C=CCN1[C@@H](C)COc2cccc(N3CCSCC3)c2S1(=O)=O	12	3
COc1ccc(N2CCN(CCNS(=O)(=O)c3ccccc3[N+](=O)[O-])CC2)cc1	0	1
Cc1cc(NS(=O)(=O)c2ccc(NC(=O)Cc3ccccc3)cc2)no1	8	-9
N#CCC[C@@H]1CC[C@]2(CCCN(C(=O)C3CCCC3)C2)O1	-4	6
CCn1c(=O)n(CC(=O)N2CCCN(Cc3ccccc3)CC2)c(=O)c2ccccc21	-7	1
Cn1cccc1C(=O)N1CCN(S(=O)(=O)c2ccc(C(C)(C)C)cc2)CC1	4	9
Cc1ccc(-c2cc(-c3nnc(SCC(=O)Nc4cccc5ccccc45)n3N)[nH]n2)cc1	-1	-3
CC(NC(=O)OCc1ccccc1)P(=O)(Oc1ccccc1)Oc1ccccc1 (stereo unspecified)	5	12
Cc1ccc(CNC[C@@]23CO[C@H](c4ccc(Cl)cc4)N2[C@@H](c2ccc(Cl)cc2)SC3)o1	13	-1
O=C(Cc1cc(=O)[nH][nH]1)N/N=C/c1ccccc1C(F)(F)F	1	11
COc1ccc2c(c1)CNC2CS(=O)(=O)NC1CCCC1 (stereo unspecified)	2	1

Remaining list, next part
The line under a structure holds: CCHF vOTU inh	PrPC TRFRET
> CC1CCC2(CCC(=O)N2CCCOC(=O)NC(C)(C)C)CC1 (stereo unspecified)
 : 11	-2
> O=C(NC1CCCCN(Cc2ccc(OC(F)(F)F)cc2)C1=O)c1ccc(F)c(F)c1 (stereo unspecified)
 : 14	2
> C=CCN1[C@H](C)COc2cccc(N3CCSCC3)c2S1(=O)=O
 : -1	-2
> Cc1cc(C)cc(N(CC(=O)NC2CCC(C)CC2)S(=O)(=O)c2ccc(C(C)(C)C)cc2)c1 (stereo unspecified)
 : 2	1
> COC(=O)[C@]12C[C@H](CC(=O)NCCC(C)C)C(=O)N(Cc3ccc4c(c3)OCO4)C1=C[C@H](C(C)C)O[C@@H]2C1CC1
 : 21	2
> CC(C)(C)c1ccc(-c2nnc3n2N=C(c2ccc(Cl)cc2)CS3)cc1
 : 4	-6
> COc1ccc(-n2c(SC/C=C/c3ccccc3)nnc2-c2cccs2)cc1
 : 4	16
> Cc1ccccc1CNC(=O)C1CCCN(c2ncccn2)C1 (stereo unspecified)
 : -7	-3
> CCn1c2ccccc2c2cc(NC(=O)COC(=O)c3ccc(F)cc3Cl)ccc21
 : 4	-1
> Cc1ccc2c(c1)-c1c(cnn1CC(=O)NCCc1ccc(Cl)cc1)CO2
 : 3	-3
> COc1ccc(N2CCN(CCNS(=O)(=O)c3ccc(Br)s3)CC2)cc1
 : -5	-2
> COc1ccccc1NC(=O)OCCCN1CCC2(CCC(C)CC2)C1=O (stereo unspecified)
 : 5	-3
> COc1ccc(C(=O)O[C@@H]2CCC[C@@]3(C(=O)N(Cc4ccccc4)c4ccccc43)[C@H]2NC(=O)CCc2ccccc2)cc1OC
 : 6	13
> Cc1ccc(-n2c(SCC(=O)c3ccccc3Cl)nnc2-c2cnccn2)cc1
 : -4	6
> CC(=O)Nc1ccc(C(/C=C/c2ccccc2)Cc2ccccc2)cc1 (stereo unspecified)
 : 6	-2
> COC1=C[C@H](C(=O)NC2CCN(Cc3ccccc3)CC2)[C@@]2(C)Cc3ccccc3[C@H]2CC1=O
 : -6	-7
> CCOc1ccccc1NC(=O)NNC(=O)CCn1nc(C)c([N+](=O)[O-])c1C
 : -4	-1
> O=C(NC1CCCCN(Cc2ccc(Cl)cc2)C1=O)C1C2CC3CC(C2)CC1C3 (stereo unspecified)
 : 1	-7
> COc1ccc2c(c1)CN1C(=O)N(Cc3ccc(F)cc3)S(=O)(=O)CC21 (stereo unspecified)
 : 7	0
> C=C(C)C#CC(Cc1ccccc1)NCC1CC1 (stereo unspecified)
 : -1	1
> Cc1cccc(Cn2cc(CN3CC(N(C)CCCOC(=O)c4cc5ccccc5o4)CS3(=O)=O)nn2)c1 (stereo unspecified)
 : 0	7
> COC(=O)[C@]12C[C@H](CC(=O)NCCCN3CCCC3=O)C(=O)N(Cc3ccccc3)C1=C[C@H](COCc1ccccc1)O[C@@H]2C
 : -7	8
> COC(=O)C1CN(Cc2ccccc2)CCS(=O)(=O)N1Cc1ccccc1 (stereo unspecified)
 : 4	8
> COc1ccc(C(C(=O)N(C)C2CCCC2)N(Cc2ccc(F)cc2)C(=O)c2cc(C)[nH]n2)cc1OC (stereo unspecified)
 : -4	11
> C/C(C=NNC(=O)CSc1nnc(-c2ccc(Cl)cc2)n1-c1ccccc1)=C\c1ccccc1
 : 4	3
> CCCC[C@H](C(=O)N(C)c1cccc(OC)c1)[C@@H](O)c1ccc2ccccc2c1
 : 12	3
> COC(=O)[C@]12C[C@H](CC(=O)N3CCN(C(=O)c4ccco4)CC3)C(=O)N(Cc3cccc4ccccc34)C1=C[C@H](C1CCCC1)O[C@@H]2C
 : 9	8
> COc1cc(C(=O)NC2CCCCN(Cc3ccc(Cl)cc3)C2=O)cc(OC)c1OC (stereo unspecified)
 : -2	5
> COC(=O)[C@]12C[C@H](CC(=O)NCc3cccc(C(F)(F)F)c3)C(=O)N(Cc3ccc(Cl)cc3Cl)C1=C[C@H](COCc1ccccc1)O[C@@H]2C
 : 15	-3
> C=CCN1[C@H](CC(C)C)COc2cccc(N3CCSCC3)c2S1(=O)=O
 : 2	7
> O=C(CSc1nnc(-c2cccnc2)n1Cc1ccco1)Nc1ccc(Cl)cc1
 : -7	2
> CCCCCN1CCCCC(NC(=O)c2ccc(F)cc2)C1=O (stereo unspecified)
 : -1	-1
> CCCCNC(=O)C[C@H]1C(=O)N(CCCOC)C2=CCCCC[C@]21C(=O)OC
 : 0	3
> COC(=O)[C@]12C[C@H](CC(=O)NCc3cccc4ccccc34)C(=O)N(CCc3ccc(OC)c(OC)c3)C1=C[C@H](C1CCCC1)O[C@@H]2C
 : 21	3
> CCCCNC(=O)C[C@H]1C[C@@]2(C(=O)OC)C(=C[C@H](COCc3ccccc3)O[C@@H]2C)N(Cc2ccccc2)C1=O
 : -2	-5
> Cc1cc(NC(=O)Nc2cccc(F)c2)n(-c2ccccc2)n1
 : -1	-8
> COc1cccc(CNC(=O)CN2CCCc3ccccc32)c1OC
 : -6	0
> CCOC(=O)C1=NOC(C(=O)NCc2ccccc2)(C(=O)c2ccc(OC)cc2)C1 (stereo unspecified)
 : -4	1
> COc1ccc(NC(=O)CCCNS(=O)(=O)c2ccc3[nH]c(=O)oc3c2)cc1OC
 : 3	-2
> CN(C)c1ccc(C(=O)NCCc2ccccc2-c2ccccc2CCC(=O)NCc2ccccc2)cc1
 : 2	5
> COC(=O)C1CN(Cc2ccc(OC)cc2)CCS(=O)(=O)N1Cc1ccc(OC)cc1 (stereo unspecified)
 : 4	-1
> CC(=O)c1cc(-c2ccc(-c3ccccc3)c(F)c2)c(=O)n2c1CCC2
 : 0	-7
> COC(=O)[C@]12C[C@H](CC(=O)N3CCCC3)C(=O)N(Cc3ccco3)C1=C[C@H](C(C)(C)C)O[C@@H]2C
 : 2	9

A run of entries from the list above:
The line under a structure holds: CCHF vOTU inh	PrPC TRFRET
> CCCCCN1CCCCC(NC(=O)c2ccc(F)cc2)C1=O (stereo unspecified)
 : -1	-1
> CCCCNC(=O)C[C@H]1C(=O)N(CCCOC)C2=CCCCC[C@]21C(=O)OC
 : 0	3
> COC(=O)[C@]12C[C@H](CC(=O)NCc3cccc4ccccc34)C(=O)N(CCc3ccc(OC)c(OC)c3)C1=C[C@H](C1CCCC1)O[C@@H]2C
 : 21	3
> CCCCNC(=O)C[C@H]1C[C@@]2(C(=O)OC)C(=C[C@H](COCc3ccccc3)O[C@@H]2C)N(Cc2ccccc2)C1=O
 : -2	-5
> Cc1cc(NC(=O)Nc2cccc(F)c2)n(-c2ccccc2)n1
 : -1	-8
> COc1cccc(CNC(=O)CN2CCCc3ccccc32)c1OC
 : -6	0
> CCOC(=O)C1=NOC(C(=O)NCc2ccccc2)(C(=O)c2ccc(OC)cc2)C1 (stereo unspecified)
 : -4	1
> COc1ccc(NC(=O)CCCNS(=O)(=O)c2ccc3[nH]c(=O)oc3c2)cc1OC
 : 3	-2
> CN(C)c1ccc(C(=O)NCCc2ccccc2-c2ccccc2CCC(=O)NCc2ccccc2)cc1
 : 2	5
> COC(=O)C1CN(Cc2ccc(OC)cc2)CCS(=O)(=O)N1Cc1ccc(OC)cc1 (stereo unspecified)
 : 4	-1
> CC(=O)c1cc(-c2ccc(-c3ccccc3)c(F)c2)c(=O)n2c1CCC2
 : 0	-7
> COC(=O)[C@]12C[C@H](CC(=O)N3CCCC3)C(=O)N(Cc3ccco3)C1=C[C@H](C(C)(C)C)O[C@@H]2C
 : 2	9

Assay outcomes: PubChem, The Scripps Research Institute Molecular Screening Center
